Screens (PubChem BioAssay)
H9c2 TAG inh: triacylglycerol accumulation inhibition; 230,000 tested, 0.66% active; H9c2 cells, Nile Red lipid (TAG) fluorescence; cells loaded with 200 µM oleic acid; inhibition, % at 12.5 µM;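 active = pattern-corrected inhibition of lipid staining of at least 50% with the nuclear-stain viability signal not falling by more than 50%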;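 also: 0% = DMSO wells and 100% = triacsin C control wells; some results filed as inactive read as strong as hits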
H9c2 TAG inh DAPI viability: recorded beside H9c2 TAG inh, whose call it bears; DAPI nuclei signal change (viability), lower = more cytotoxic, %;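 whole-well DAPI fluorescence read on a plate reader as a viability signal; minus 50 percent equals half of cells still viable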
* marks the source's active call; other numbers are inactive results; & = joins results of further samples. Some of the compounds tested; the hit share may differ from the screen's.

SMILES | H9c2 TAG inh | H9c2 TAG inh DAPI viability
N/C(Cc1ccc(Cl)c(Cl)c1)=N\OC(=O)c1ccc(Br)o1 | 0 | -2
COc1ccc(-c2nnn(Cc3nn[nH]n3)n2)cc1OC | -6 | 14
Cc1cc(C)c(C)c(S(=O)(=O)N2CCN(C(=O)c3ccccn3)CC2)c1C | -24 | -2
c1ccc2c(c1)COC(CNC1CCCCC1)OC2 | 0 | -1
O=C(COC(=O)c1ccccc1O)NC1CCCc2ccccc21 (configuration not stated) | -28 | 2
COCCn1c(SCC(=O)OCc2ccccc2)nc2c1c(=O)[nH]c(=O)n2C | -9 | 10
CC1(OC(=O)CCc2ccccc2)C(=O)C=C2C=C(c3ccc(C#N)cc3)N(C3CCCC3)C=C2C1=O (configuration not stated) | 5 | 6
Cc1cc(-c2n[nH]c(=S)n2/N=C/c2c[nH]c3ccccc23)n[nH]1 | 2 | 1
COc1ccc(NC(=O)COC(=O)c2ccc3c(c2)OCCO3)cc1OC | -29 | 6
COc1cccc(C(=O)C2CCCN(C/C=C/c3ccccc3OC)C2)c1 (configuration not stated) | -7 | 16
CCOc1ccc(C(CC(=O)O)NC(=O)c2sc3ccccc3c2Cl)cc1 (configuration not stated) | 7 | -9
O=C(COC(=O)c1nn(-c2ccccc2)c(=O)c2ccccc12)NC1CCS(=O)(=O)C1 (configuration not stated) | -2 | -2
COc1ccccc1N(CC(=O)NCC1CCCO1)C(=O)CCC(=O)Nc1nccs1 (configuration not stated) | -5 | -8
COc1ccc(C2C(C(=O)O)c3ccccc3C(=O)N2Cc2ccco2)cc1 (configuration not stated) | -8 | 5
Cc1c(C(=O)N(Cc2cccs2)C2CCS(=O)(=O)C2)oc2ccccc12 (configuration not stated) | 2 | 7
O=C(Oc1cc(-c2ccccc2)no1)c1ccc(F)cc1 | 4 | 1
CC(C)c1ccc(NC(=O)C2=NNC(=O)CC2)cc1 | -4 | 6
COc1cccc(CNc2nc3ccccc3n2C(C)C)c1O | -28 | 1
O=C(NCCc1c[nH]c2ccccc12)C1CCCN(S(=O)(=O)c2ccccc2)C1 (configuration not stated) | -18 | -7
Cc1ccsc1CNCC(O)c1ccccc1 (configuration not stated) | 13 | -17
COc1cc(NC(=S)NCc2ccco2)cc(OC)c1OC | -3 | 10
C/C(=N\NC(=O)C(O)c1ccccc1)c1ccc(Cl)s1 (configuration not stated) | 9 | 1
O=C(NCCN1CCOCC1)C1CCN(c2ncnc3c2sc2cccc(F)c23)CC1 | -8 | 5
O=C(NCC(c1ccccc1Cl)N1CCCC1)C1CCN(C(=O)Nc2ccccc2)CC1 (configuration not stated) | 18 | -2
CC[C@]12c3[nH]c4ccc(Cl)cc4c3CCN1C(=O)[C@@H](CC(=O)NCCc1ccccn1)C[C@@H]2C(=O)N1CCN(C(=O)C2CC2)CC1 | -4 | 3
CCCCn1c(=O)[nH]c(=O)c2c1nc(-c1ccc(C)c([N+](=O)[O-])c1)n2CC | 7 | -3
Cc1ccc(N2CC(C(=O)Nc3c(C)n(C)n(-c4ccccc4)c3=O)CC2=O)cc1 (configuration not stated) | -2 | 6
CC1(C)CC(=O)C(C(c2ccc(Br)cc2)C2C(=O)CC(C)(C)CC2=O)C(=O)C1 | -8 | 3
Cc1cccn2c(=O)c3cc(C(=O)NCCCn4ccnc4)n(C)c3nc12 | 0 | 46
CCC(C)c1ccc(NC(=O)N2CCN(C(=O)C3CCCO3)CC2)cc1 (configuration not stated) | 14 | -1
Nc1c(-c2ccccc2)c(CSc2nc3ccccc3[nH]2)nn1-c1cccc(C(=O)O)c1 | 10 | -3
CC(C)(C)NC(=O)C1CCN(c2ccc(S(=O)(=O)N3CCOCC3)cc2Cl)CC1 | -3 | -6
CCOC(=O)c1cccc(NC(=O)C2CCCO2)c1 (configuration not stated) | -8 | 15
Cc1cccc(NC(=O)CC2NCCNC2=O)c1 (configuration not stated) | 5 | -7
Cc1cc(NC(=O)NC(=O)c2cccc(OC(F)(F)C(F)F)c2)n[nH]1 | -4 | 2
Cc1ccc(-c2noc(-c3cc(C(C)(C)C)nn3Cc3ccccc3)n2)cc1 | -12 | 0
CCN1C(=O)/C(=C\c2ccc3c(c2)OCO3)C(C(=O)OC)=C1C | -16 | 4
C/C(=N/NS(=O)(=O)c1cc(C)ccc1C)c1c[nH]c2ccccc12 | -12 | 10
Cc1cccc(C)c1NC(=S)N(CCCN1CCOCC1)Cc1cccnc1 | -9 | 3
Cn1nccc1NC(=O)CC(CC(=O)O)c1ccccc1 (configuration not stated) | 9 | -2
COc1ccc(CCn2c(N)cc(=O)[nH]c2=S)cc1OC | -2 | 2
CC(Sc1nc2ccccc2c(=O)n1CC1CCCO1)C(=O)N(C)c1ccccc1 (configuration not stated) | -8 | -4
CC(=O)c1cnc2c(-c3ccccc3)c(C(F)(F)F)nn2c1C | 18 | 23
O=C1/C(=C/c2cccs2)SC(=S)N1N1CCOCC1 | 0 | 6
COc1ccc(C)cc1N1CC(C(=O)Nc2cccc(C(=O)NC3CC3)c2)CC1=O (configuration not stated) | -1 | 9
Cc1c(Cl)cccc1NC(=O)C1=COCCO1 | 14 | -7
COc1ccccc1-c1cnc(C(O)c2ccc(Cl)cc2)[nH]1 (configuration not stated) | -27 | 11
CC(C)NC(=O)C1(S(=O)(=O)c2ccccc2)CC=CC1 | -3 | 5

The list goes on (6 carried over from the part before).
SMILES | H9c2 TAG inh | H9c2 TAG inh DAPI viability
CC(=O)c1cnc2c(-c3ccccc3)c(C(F)(F)F)nn2c1C | 18 | 23
O=C1/C(=C/c2cccs2)SC(=S)N1N1CCOCC1 | 0 | 6
COc1ccc(C)cc1N1CC(C(=O)Nc2cccc(C(=O)NC3CC3)c2)CC1=O (configuration not stated) | -1 | 9
Cc1c(Cl)cccc1NC(=O)C1=COCCO1 | 14 | -7
COc1ccccc1-c1cnc(C(O)c2ccc(Cl)cc2)[nH]1 (configuration not stated) | -27 | 11
CC(C)NC(=O)C1(S(=O)(=O)c2ccccc2)CC=CC1 | -3 | 5
O=C(COC(=O)c1cc(Cl)ccc1O)c1ccc2c(c1)OCO2 | -16 | 5
COc1ccc(S(=O)(=O)NCc2nc3nc(C)cc(C)n3n2)cc1 | -10 | -2
CC(C)n1nc(C(=O)Nc2cccc(S(=O)(=O)N3CCOCC3)c2)c2ccccc2c1=O | 4 | -9
O=C(OCC(=O)N1CCc2ccccc2C1)c1ccc(O)cc1 | -24 | -1
O=c1[nH]c(O)c(/C=C2\C=Nc3ccc(Br)cc32)[nH]1 | 17 | -1
Cc1occc1-c1n[nH]c(=S)n1C | 16 | -2
Cc1ccc(C(=O)NC(Cc2ccc(C(C)(C)C)cc2)C(=O)O)cc1 (configuration not stated) | -12 | 0
COC(=O)c1ccccc1NC(=O)NCc1ccncc1 | 5 | -5
COc1cc(-c2nnc(-c3cc(-c4ccccc4)nc4ccccc34)o2)cc(OC)c1OC | 27 | 59
CCN(CC)S(=O)(=O)c1ccc(C(=O)NCc2ccc3c(c2)cc(C)n3C)cc1 | -6 | 12
CC(C)c1ccc(CN(C(=O)/C=C/c2ccco2)C2CCS(=O)(=O)C2)cc1 (configuration not stated) | 8 | 0
COc1ccc([N+](=O)[O-])cc1CSc1nnc(NC(C)=O)s1 | 0 | 2
Cc1nnc(N(C)C(=O)c2cnccn2)s1 | 1 | -2
Cc1ccc(-c2nnc(C)c(N3CCOCC3)n2)cc1 | 10 | 3
CCN(CC)c1ccc([C@H]2[C@@H]3CCCC[C@]3(O)CCN2CC(=O)NCc2ccco2)cc1 | -2 | 2
CSCCCN1CCC(n2nccc2NC(=O)CCCc2ccccc2)CC1 | 2 | -2
O=C(Nc1cc(=O)[nH]c2ncnn12)c1ccco1 | 5 | -2
Cc1ccc(C(=O)NC(=S)NCC(=O)c2ccccc2)cc1 | -15 | -15
Cc1ccsc1CN(C)c1ncnc2ccc(-c3ccoc3)cc12 | -3 | 16
O=C(CN1C(=O)NC2(CCCc3ccccc32)C1=O)Nc1ccccc1OC(F)F (configuration not stated) | 2 | 0
CCCn1c(C(C)Nc2nc(-c3cccc(Br)c3)cs2)nc2ccccc21 (configuration not stated) | 6 | -3
Cc1ccnc(NC(=O)CNC(=O)c2cccs2)c1 | 1 | 8
Cc1cc2c(cc(C(=O)OCC(=O)NCc3ccco3)n2C)s1 | -7 | -6
COc1ccc(C(=O)N2C=Cc3ccccc3C2C(N)=O)cc1 (configuration not stated) | 8 | -10
Cc1ccc(NC(=O)NCc2cccnc2)cc1 | 15 | -6
Cc1c(C(N)=O)sc2ncn(CC(=O)OC(C)C)c(=O)c12 | -11 | 2
COc1ccccc1/C=C/C=N/N1CCN(c2ccccn2)CC1 | -20 | 7
NC(=O)C1CCN(C(=O)CN2CCN(c3cccc(C(F)(F)F)c3)CC2)CC1 | -4 | -1
CCc1cc2c3c(c(=O)oc2cc1OC)CCCC3 | -14 | 8
CN(C)C(=O)c1cccc(-c2cnc3c(NC=O)cc(-c4cccc(C(F)(F)F)c4)cn23)c1 | 46 | -21
COc1ccc(CCN(C)C(=O)/C=C/c2c(Cl)nc3ccccn23)cc1OC | 21 | -4
COc1ccc(/C=N/NC(=O)C2COc3ccccc3O2)cc1OC (configuration not stated) | -7 | 6
COc1ccc(C(F)(F)F)cc1NC(=O)c1nc2nc(C)cc(C(F)F)n2n1 | -8 | 3
COc1cc(OC)c([N+](=O)[O-])cc1/C=N/NC(=O)c1ccncc1 | 14 | -3
NC(=O)c1ncn([C@@H]2O[C@H](CNC(=O)[C@@H](N)Cc3cccnc3)[C@@H](O)[C@H]2O)n1 | 7 | -1
Cc1ccc(S(=O)(=O)N(C)c2ccc(OC(=O)CN3C(=O)NC(C)(c4ccccc4)C3=O)cc2)cc1C (configuration not stated) | 10 | -5
O=C(Nc1ccc(C(=O)N2CCC(N3CCOCC3)CC2)cc1)c1ccc(Br)o1 | 26 | -14
O=C1CN(S(=O)(=O)c2ccccc2C(F)(F)F)CCN1 | 2 | 0
CC1(C(=O)NCc2cccc3ccccc23)CCN1CCc1ccccc1 (configuration not stated) | -8 | 10
CCc1ccc(C(=O)/C=C/Nc2ccc(S(=O)(=O)Nc3cnc4ccccc4n3)cc2)cc1 | 11&-7 | -1&9
O=C(c1cccc(F)c1)N1CCC(N2CCOCC2)CC1 | -26 | 1
Cc1ccc(-n2c(N)c(C(=O)N3CCOCC3)sc2=S)c(C)c1 | 10 | 5
CC(C)CN(C(=O)C1COc2ccccc2O1)c1c(N)n(CC(C)C)c(=O)[nH]c1=O (configuration not stated) | -15 | -9
CCOC(=O)c1cccc(N2CC3CNC(=O)C2(C(=O)OC)N3C)c1 (configuration not stated) | 3 | 0
O=S1(=O)CCO[C@H]2Cc3ccccc3[C@H]2N1Cc1ccc(F)cc1 | -9 | -2
Cc1ccc(S(=O)(=O)N2CCC[C@H]2C(=O)OCC(=O)N2CCc3ccccc32)cc1 | -5 | 2
COc1ccccc1N1C(=O)CC(Nc2ccc(N3CCOCC3)cc2)C1=O (configuration not stated) | 11 | -3
O=C(COC(=O)C1CCC1)Nc1ncc(Cl)cc1Cl | -6 | 6

Profiles, looked up by structure:
`O=C(Nc1ccc(C(=O)N2CCC(N3CCOCC3)CC2)cc1)c1ccc(Br)o1` is entered as H9c2 TAG inh: 26; H9c2 TAG inh DAPI viability: -14
`O=C1CN(S(=O)(=O)c2ccccc2C(F)(F)F)CCN1` is entered as H9c2 TAG inh: 2; H9c2 TAG inh DAPI viability: 0

(continued)
SMILES | H9c2 TAG inh | H9c2 TAG inh DAPI viability
CCOc1ccc(-n2cc(C(=O)NC(C)C)c3cc(OC)c(OC)cc3c2=O)cc1 | 3 | -11
O=C1N(CN2C(=O)C3(OCCO3)c3ccccc32)c2ccccc2C12OCCO2 | -20 | 11
O=[N+]([O-])c1ccc(CN2CCN(c3ccc(F)cc3)CC2)o1 | 0 | -2
COC(=O)COc1ccc2oc(=O)cc(C)c2c1 | 4 | -9
O=S(=O)(c1ccc2c(c1)CCN2)N1CCCC1 | 10 | 12
CCCCCC(=O)Nc1cc(S(=O)(=O)O)cc2cc(S(=O)(=O)O)cc(O)c12 | 4 | 1
COc1ccc(NC(=O)C2C3CCC(O3)C2C(=O)O)c(C)c1 (configuration not stated) | -19 | 2
CC(C)(C)OC(=O)N1CCC(NC(=O)c2[nH]cnc2C(=O)Nc2ccc(Br)cc2F)CC1 | 13 | -8
